D2 antag: HTS Assay for Allosteric Antagonists of the Human D2 Dopamine Receptor: Primary Screen for Antagonists. D(2) dopamine receptor (Homo sapiens), P14416. HEK293 TREx D2 cells, calcium flux, dopamine EC80. inhibition, % at 10 µM. 2% of 340,000 active; in the data active = inhibition above about 30%; note: 0% is about no effect
Target sequence (P14416 whole entry, looked up): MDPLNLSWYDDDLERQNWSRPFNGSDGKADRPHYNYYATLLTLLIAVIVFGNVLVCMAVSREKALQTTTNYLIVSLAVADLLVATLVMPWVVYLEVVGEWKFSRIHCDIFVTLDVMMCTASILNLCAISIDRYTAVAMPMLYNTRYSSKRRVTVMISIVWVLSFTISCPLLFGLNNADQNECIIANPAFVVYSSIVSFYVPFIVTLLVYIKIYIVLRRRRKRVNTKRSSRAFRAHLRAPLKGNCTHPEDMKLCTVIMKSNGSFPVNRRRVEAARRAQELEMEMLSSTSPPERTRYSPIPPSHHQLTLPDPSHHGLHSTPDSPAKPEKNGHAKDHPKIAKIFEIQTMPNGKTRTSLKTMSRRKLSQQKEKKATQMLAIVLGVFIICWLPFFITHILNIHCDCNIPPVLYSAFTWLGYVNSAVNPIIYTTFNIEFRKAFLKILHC
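HEK293 T-REx D2 cells, tet-induced, calcium dye no-wash. Cpd pintool add, 180 s kinetic, then EC80 DA, 180 s kinetic. Ca flux read.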
D1 PAM: Potentiators of Human D1 Dopamine Receptor: qHTS; HEK293 TREx D1 cells, calcium flux, dopamine EC20 potentiation; AID 504651, 2011; D(1A) dopamine receptor (Homo sapiens), P21728; 0.036% of 360,000 active; potentiation, % at 10 µM; in the data active = potentiation above about 30%; note: 0% is about no effect
RXFP1 antag: qHTS Assay for Antagonists of the Relaxin Receptor RXFP1. 0.59% of 350,000 active. AID 1259400, 2018. activity change, negative = inhibition, % at 57.5 µM. HEK293-RXFP1, relaxin-stimulated cAMP HTRF, 30 min; hits give low values. Relaxin receptor 1 (Homo sapiens), Q9HBX9;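 active = activity change of -60% or lower, but not beyond a set lower limit; inconclusive = change between -60% and -40%, or beyond the set limit; inactive = change above -40%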; note: % is set by controls: 0 for no effect and ±100 for the full control effect
D2 ag: HTS Assay for Allosteric Agonists of the Human D2 Dopamine Receptor: Primary Screen for Agonists; AID 485358, 2010; 0.53% of 340,000 active; activation, % at 2 µM; HEK293 T-REx D2 cells, calcium flux agonist mode; D(2) dopamine receptor (Homo sapiens), P14416;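 active = activation over 3 SD above normal in the single-dose calcium agonist read, cut at about 30% in these data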; note: 0% is about no effect
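Agonism scored from kinetic calcium signal (1 read/sec, 180 s) following compound pin transfer, after a 10 s baseline. Cells: HEK293 Trex line expressing inducible D2 receptor coupled to calcium, dye-loaded after overnight culture at 30 C.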
D1 ag: Allosteric Agonists of the Human D1 Dopamine Receptor: qHTS | HEK293 T-REx D1 cells, calcium flux, agonist mode | 1% of 360,000 active | activation, % at 2 µM; note: 0% is about no effect
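Tetracycline-induced HEK293 TREx D1 cells, force-coupled to calcium signalling, were dye-loaded with a no-wash calcium kit. Compound was pin-added after a 10 s baseline. Fluorescence was read kinetically at 1 cycle/s for 180 s, with calcium rises flagged as agonism.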
D2 PAM: HTS Assay for Positive Allosteric Modulators of the Human D2 Dopamine Receptor: Primary Screen for Potentiators. HEK293 T-REx D2, calcium flux, EC20 dopamine potentiation. D(2) dopamine receptor (Homo sapiens), P14416. 0.34% of 340,000 active. potentiation, % at 10 µM;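 active = potentiation over 3 SD above the plate norm, cut at about 30% in these data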; note: 0% is about no effect
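Potentiation of an EC20 dopamine calcium response measured kinetically over 180 s, after a preceding 180 s compound-only read flagging agonists. Cells: inducible Hek293 Trex D2 line, 4000/well, cultured overnight at 30 C before dye loading.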
D1 antagonist: Antagonist of Human D 1 Dopamine Receptor: qHTS; 3.2% of 360,000 active; activity change, negative = inhibition, % at 10 µM; AID 504652, 2011; HEK293 TREx D1 cells, calcium flux, dopamine EC80; hits give low values; D(1A) dopamine receptor (Homo sapiens), P21728; in the data active = activity change below about -30%; note: % is set by controls: 0 for no effect and ±100 for the full control effect
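Using tetracycline-induced force-coupled D1 Hek293 cells and a calcium dye, signals were followed for 180 s after compound, then for 180 s after EC80 dopamine, to detect inhibitors.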
TRHR PAM: qHTS for Small Molecule Agonists and Allosteric Enhancers of Human TRH Receptor: Primary Screen for Enhancers. AID 493056, 2011. enhancement, % at 2 µM. 0.66% of 360,000 active. TRHR cells, fluo-8 calcium fluorescence, EC20 TRH enhancement. Thyrotropin-releasing hormone receptor (Homo sapiens), P34981; in the data active = enhancement above about 30%; note: 0% is about no effect
Target sequence (P34981 whole entry, looked up): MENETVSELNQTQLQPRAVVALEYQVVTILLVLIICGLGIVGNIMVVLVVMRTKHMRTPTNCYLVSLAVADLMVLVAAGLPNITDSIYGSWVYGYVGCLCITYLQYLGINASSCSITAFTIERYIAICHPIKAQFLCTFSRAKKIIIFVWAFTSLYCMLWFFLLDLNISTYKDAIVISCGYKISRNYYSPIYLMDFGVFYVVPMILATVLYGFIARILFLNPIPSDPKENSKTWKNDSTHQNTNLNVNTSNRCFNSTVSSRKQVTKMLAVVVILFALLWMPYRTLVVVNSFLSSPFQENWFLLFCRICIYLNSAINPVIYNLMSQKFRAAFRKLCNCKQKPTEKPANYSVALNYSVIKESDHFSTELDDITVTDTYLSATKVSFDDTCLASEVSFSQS
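TRHR-expressing cells loaded with fluo-8 calcium dye were read kinetically (ex 480/em 530) during compound addition, then stimulated with an EC20 of TRH (10 nM final). Enhancement of the Gq-mediated intracellular calcium response was scored.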
TRHR ag: qHTS for Small Molecule Agonists and Allosteric Enhancers of Human TRH Receptor: Primary Screen for Agonists; Thyrotropin-releasing hormone receptor (Homo sapiens), P34981; TRHR cells, calcium flux fluo-8, FDSS agonist mode; activation, % at 2 µM; 0.18% of 360,000 active; AID 493084, 2011; note: 0% is about no effect
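Fluo-8-loaded TRHR cells; 10 s baseline, compound added, kinetic Ca2+ fluorescence read 1/s, agonist mode.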
The depositor's hits bear a star; ? = inconclusive; . = no result given. Cut-off read from the data, not from the text of the source, unless noted: active = activation above about 30%; inactive = the rest.

SMILES	D2 antag	D1 PAM	RXFP1 antag	D2 ag	D1 ag	D2 PAM	D1 antagonist	TRHR PAM	TRHR ag
CCc1ccc(NC(=O)C2CC=CCC2C(=O)O)cc1 (stereo not drawn)	-5	2	-16	1.2	2	3	-14	6	0.4
CCc1nn(C(C)C(=O)N2CCN(Cc3ccccc3)CC2)c(=O)c2cc3occc3n12 (stereo not drawn)	.	0	2	0.1	3	-6	-3	4	0.0
CCCN(CCC)c1nc(N)c(C#N)c(CC#N)c1C#N	3	-2	-3	1.2	5	14	-9	5	0.0
COc1ccccc1NC(=O)c1cnc(Nc2ccccc2OC)c2ccccc12	-4	-4	-12	-1.9	3	-4	-19	11	0.4
CC(O)[C@H](NC(=O)C1CCN(C(=O)[C@H](Cc2ccccc2)NC(=O)OC(C)(C)C)CC1)C(=O)O (stereo partly drawn)	11	6	2	-0.2	0	4	6	-1	0.1
COC(=O)c1cc(C)nc2c1c(=O)nc(SCc1c(C)cc(C)cc1C)n2C1CC1	.	1	-18	-1.4	4	16	3	7	-0.3
COc1cccc(N(CC(=O)Nc2ccccc2C)S(C)(=O)=O)c1	-17	-6	-6	0.9	1	-4	21	-3	0.0
CCOC(=O)c1sc(-c2ccccc2)cc1NC(=O)c1ccc(S(=O)(=O)N(CCOC)CCOC)cc1	2	-2	1	-1.8	1	4	2	4	0.7
Cc1ccc(C)c(NC(=O)C(Sc2cccc[n+]2[O-])c2ccccc2)c1 (stereo not drawn)	9	2	-10	1.2	1	6	16	-2	0.2
O=C(C1=NN[C@@H]2C(=O)N(c3cccc(F)c3)C(=O)[C@H]12)C(c1ccccc1)c1ccccc1	-3	-6	4	-1.1	2	-2	-8	15	-1.7
Cc1ccc(S(=O)(=O)NCCCC(=O)N2CCC(C)CC2)cc1	-6	4	10	0.0	0	-3	-18	-1	-0.1
COC(=O)c1nn(-c2c(C)n(C)n(-c3ccccc3)c2=O)cc1O	-5	-4	3	1.4	2	-2	0	-2	0.1
COc1ccc(N(CC(=O)NCc2ccc(Cl)cc2)S(=O)(=O)c2c(C)noc2C)cc1	13	-2	-6	-0.3	5	-3	7	-4	0.6
O=C(CN1CCOCC1)Nc1ccc(F)cc1	1	4	4	-1.5	6	3	18	5	-0.8
O=S(=O)(c1cccs1)N1CCN(c2ccccn2)CC1	22	-3	8	0.8	2	4	-5	-3	1.0
O=C(Nc1ccccc1N1CCOCC1)c1cccnc1Cl	6	-5	-3	-0.3	2	0	6	0	0.2
Cn1cccc1Cc1nnc(SCC(=O)Nc2nc3ccccc3s2)n1CCc1ccccc1	-11	-1	3	-0.8	4	13	12	5	0.7
COc1ccc(N2C(=O)C(CN3CCCCC3)C2c2ccccc2)cc1 (stereo not drawn)	-2	-2	1	0.5	1	-20	6	-6	0.0
Cc1[nH]c2ccccc2c1/C=C(\C#N)C(=O)NC1CC1	-3	-1	-6	0.3	0	2	-8	-1	-0.3
CC(C)CC(NS(=O)(=O)c1cc(C(=O)O)ccc1Cl)C(=O)O (stereo not drawn)	-27	1	0	0.6	3	12	4	-1	0.9
O=C(CCS(=O)(=O)c1ccc(Br)cc1)NCCC1=CCCCC1	-10	-1	-4	0.3	0	-17	-6	-8	-0.3
COC(=O)c1ccc(NC(=O)C2CCCO2)cc1 (stereo not drawn)	-9	-5	5	-0.3	2	2	1	-3	0.8
COc1ccc(C(=O)NCC(=O)NCC(c2ccco2)N(C)C)cc1OC (stereo not drawn)	7	11	4	1.0	0	-33	9	-9	0.7
O=S(=O)(/C=C/c1cccc(Br)c1)N1CCOCC1	-17	-6	5	-1.5	3	-29	-10	3	1.3
Cc1ccccc1NC(=O)C1C2CCCC1C2c1ccccc1 (stereo not drawn)	-9	6	6	0.4	0	8	3	2	-0.4

Reprinted from the results shown, 3 compounds:
SMILES	D2 antag	D1 PAM	RXFP1 antag	D2 ag	D1 ag	D2 PAM	D1 antagonist	TRHR PAM	TRHR ag
CCc1ccc(NC(=O)C2CC=CCC2C(=O)O)cc1 (stereo not drawn)	-5	2	-16	1.2	2	3	-14	6	0.4
CCc1nn(C(C)C(=O)N2CCN(Cc3ccccc3)CC2)c(=O)c2cc3occc3n12 (stereo not drawn)	.	0	2	0.1	3	-6	-3	4	0.0
CCCN(CCC)c1nc(N)c(C#N)c(CC#N)c1C#N	3	-2	-3	1.2	5	14	-9	5	0.0

Going on with the list.
SMILES	D2 antag	D1 PAM	RXFP1 antag	D2 ag	D1 ag	D2 PAM	D1 antagonist	TRHR PAM	TRHR ag
CCn1c(=O)cc(SCC(=O)N2CCN(C)CC2)c2ccccc21	-8	1	37	0.0	0	0	-20	4	0.5
CCn1cc(C(=O)NC(C)CCc2ccccc2)c(=O)c2cc(S(=O)(=O)N(C)C)ccc21 (stereo not drawn)	-3	-5	22	-1.8	3	10	2	5	-0.8
O=C(COC(=O)c1ccccc1)Nc1cc(S(=O)(=O)N2CCCCCC2)ccc1Cl	5	2	1	0.6	8	-3	11	-1	-0.1
CCN(c1ccccc1)S(=O)(=O)c1cc(C(=O)Oc2ccc3c(C)cc(=O)oc3c2)ccc1C	-4	-5	.	1.5	12	13	-16	-7	0.3
CC(C)CCNC(=O)c1ccc2c(c1)NC(=O)C(CS(=O)(=O)Cc1ccc(F)cc1)N2 (stereo not drawn)	.	-10	-14	.	2	2	-6	3	0.6
CC(C)OC(=O)C(C(=O)C(F)(F)F)c1cc(NS(=O)(=O)c2ccc3c4c(cccc24)C(=O)N3)ccc1O (stereo not drawn)	.	10	-4	.	5	.	-13	0	-0.3
Cc1ccc2nc(-c3cccnc3)cc(C(=O)Nc3ccc(F)cc3C)c2c1	-20	2	1	0.0	1	-8	11	-5	-0.7
CCS(=O)(=O)N1CCCC(C(=O)NC2CCC(C)CC2)C1 (stereo not drawn)	10	-2	-1	0.3	0	6	4	0	-0.4
O=C(c1ccc2c3n(nc2c1)-c1ccccc1CO3)N1CCCCC1	-9	1	.	0.1	0	7	0	2	-0.2
Cc1ccc(S(=O)(=O)N2[C@@H](c3ccccc3F)C(C(=O)O)=CC[C@H]2c2ccc3c(c2)OCO3)cc1	-8	-3	.	0.3	0	6	2	-2	-0.1
CCOc1ccc(OCCOCCOc2ccccc2Cl)cc1	6	-1	-7	-0.7	2	8	11	1	-0.4
O=C(NNC(=O)c1ccc(-c2ccccc2)cc1)Nc1ccccc1F	4	17	-23	-0.2	5	-2	13	1	-0.8
Cc1cc(C)nc(SCC(=O)N/N=C/c2cc(C)n(-c3ccccc3C)c2C)n1	-5	-1	.	-0.5	4	-18	-16	7	-2.5
O=C(CCCCCn1c(=S)[nH]c2cc3c(cc2c1=O)OCO3)N1CCN(Cc2ccccc2)CC1	-2	-1	?	-0.5	4	-29	-1	9	-1.4
O=C(NC(NC(=S)Nc1cccc(C(=O)O)c1)C(Cl)(Cl)Cl)OCc1ccccc1 (stereo not drawn)	5	-6	-3	-0.8	2	-5	-4	-3	0.4
Cc1noc(C)c1CSCC(=O)Oc1ccc(N(C)S(=O)(=O)c2ccccc2)cc1	7	-13	-8	1.4	28	-9	7	-3	1.8
O=C(NC1=NCCS1)c1sc2cc(F)ccc2c1Cl	15	4	6	-0.5	2	6	-5	-3	0.1
COc1ccc(NC(=O)CN(C)C(=O)c2c(-c3c(F)cccc3Cl)noc2C)cc1	8	-1	-5	0.0	16	7	3	-3	-0.8
O=C(Cn1cnc2c(nnn2Cc2ccccc2)c1=O)NCc1ccccc1Cl	-16	6	-5	-0.7	6	11	21	5	0.0
C=CCn1c(N)cc(=O)nc1SCC(=O)Nc1ccc(C(=O)OCC)cc1	5	-8	-13	-1.7	3	-2	4	-2	0.5
O=S(=O)(Nc1ccccn1)c1cnc(Cl)c(Br)c1	2	-4	7	0.6	0	23	2	-1	0.3
CC(C)(C)c1ccc(C(=O)N2CCN(S(=O)(=O)c3ccc(Br)s3)CC2)cc1	-4	-11	0	0.1	6	-2	-32*	-2	0.4
COc1ccccc1-c1nc2s/c(=C\c3cccs3)c(=O)n2n1	-11	9	4	-0.6	0	29	-10	-4	-0.3
CCOC(=O)C1CCN(C(=O)c2ccc(OCC(=O)Nc3cccc(C(F)(F)F)c3)cc2)CC1	-26	-6	-2	-1.2	16	3	-19	0	-1.5
CCCN(CC(=O)Nc1ccccc1C)C(=O)COc1ccc2c(c1)CCC2	.	-3	-18	.	1	.	15	-13	-0.8

In the list so far, two have an NH in an aromatic ring:
SMILES	D2 antag	D1 PAM	RXFP1 antag	D2 ag	D1 ag	D2 PAM	D1 antagonist	TRHR PAM	TRHR ag
Cc1[nH]c2ccccc2c1/C=C(\C#N)C(=O)NC1CC1	-3	-1	-6	0.3	0	2	-8	-1	-0.3
O=C(CCCCCn1c(=S)[nH]c2cc3c(cc2c1=O)OCO3)N1CCN(Cc2ccccc2)CC1	-2	-1	?	-0.5	4	-29	-1	9	-1.4

The list continues:
SMILES	D2 antag	D1 PAM	RXFP1 antag	D2 ag	D1 ag	D2 PAM	D1 antagonist	TRHR PAM	TRHR ag
CN(C)Cc1c(O)ccc2ccccc12	-6	-4	18	0.1	1	-1	16	5	0.6
O=C(CC1C(=O)NCCN1Cc1c(F)cccc1Cl)NCCC1=CCCCC1 (stereo not drawn)	1	-2	2	0.0	5	10	7	1	-0.2
Cc1nc(C)c(C(=O)OCC(=O)NCCc2ccc(S(N)(=O)=O)cc2)s1	-4	-4	1	0.6	4	3	-1	-3	1.0
CC(=O)NNC(=S)NCCc1ccccc1	49*	-2	-7	1.1	1	-2	15	-1	1.7
CCOc1ccc(NC(=O)NCc2cccn2Cc2ccccc2)cc1	.	-4	-10	1.8	0	2	-1	-4	-0.2
C=CCn1c2ccccc2c(=O)c2cc(C#CC3(O)CCCCC3)ccc21	27	-3	.	0.0	2	-3	7	8	0.0
Cc1cc(C)c(C(=O)N2CCCC(N3CCN(c4cccc(C(F)(F)F)c4)CC3)C2)o1 (stereo not drawn)	24	-4	-20	0.1	5	10	-25	1	-0.5
COc1cc(NC(=O)CN2Cc3ccccc3C2=O)cc(OC)c1OC	.	-1	-15	0.2	-2	3	-23	-1	-0.6
COc1nc2ccc(C)cc2cc1-c1noc(-c2ccccc2)n1	10	3	11	0.7	-1	18	6	-5	0.5

Marked active in D1 antagonist, of those listed so far:
mol	D2 antag	D1 PAM	RXFP1 antag	D1 ag	D2 PAM	D1 antagonist	TRHR PAM	TRHR ag
CC(C)(C)c1ccc(C(=O)N2CCN(S(=O)(=O)c3ccc(Br)s3)CC2)cc1	-4	-11	0	6	-2	-32*	-2	0.4

Compound activity: PubChem, National Center for Advancing Translational Sciences (NCATS)
